# ER stress rescue: rescue of cells from ER stress-induced death, primary screen, 384-well, CSM14.1, thapsigargin, ATP luminescence (AID 1222); CSM14.1 thapsigargin-induced death rescue, ATP luminescence; higher % means a stronger effect; cellular ATP content (survival), % at 20 µM; hits with a dose series show EC50 in µM; 190,000 tested, under 10 active;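 active = EC50 below 50 µM in the dose-response confirmation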;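 also: death triggered by thapsigargin at about 15 µM added after 2 h compound pretreatment; cell ATP read after overnight thapsigargin exposure of roughly 18 to 22 hours; normalized against plate controls of thapsigargin alone and 5% DMSO vehicle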
# GPR35 antagonists: inhibition of zaprinast-stimulated GPR35 beta-arrestin translocation – imaging, U2OS, beta-arrestin-GFP, zaprinast agonist, primary screen (AID 2058); U2OS GPR35 beta-arrestin-GFP translocation imaging, zaprinast antagonism; higher % means a stronger effect; inhibition, % at 10 µM, or IC50 in µM where a hit was titrated; 290,000 tested, 0.052% active;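 active = inhibition of at least 50% with at least 30 cells and total cytoplasm GFP at most 10,000,000; inconclusive = under 30 cells or total GFP of 10,000,000 plus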
# West Nile antiviral: inhibition of WNV-induced cytopathic effect – cell-based, CPE readout (AID 1621) | West Nile virus-infected cells, CPE inhibition; higher % means a stronger effect | CPE inhibition, % at 10 µM, or IC50 in µM where a hit was titrated | 290,000 tested, 0.02% active; in the data active = a potency from the dose series; inconclusive = CPE inhibition mostly from about 3.7% at the one dose, without a potency; inactive = the rest, 99 in 100 with CPE inhibition below about 2.2%; also: strong numbers were not always called active
# Large T inhibition: TAg ATPase/helicase activity blockers – biochemical (AID 1903); SV40 large T antigen ATPase/helicase inhibition assay; higher % means a stronger effect; one-dose inhibition, % at 20 µM; IC50 in µM for titrated hits; 310,000 tested, 0.39% active; in the data active = a potency from the dose series; inconclusive = inhibition mostly from about 32% at the one dose, without a potency; inactive = the rest, 99 in 100 with inhibition below about 32%; also: strong numbers were not always called active
# LYP phosphatase: inhibitors of LYP phosphatase, biochemical, fluorescence intensity, uHTS (AID 1779); recombinant LYP phosphatase, fluorescence intensity; higher % means a stronger effect; inhibition, % at 11.5 µM, or IC50 in µM where a hit was titrated; 290,000 tested, 0.054% active; in the data active = inhibition above about 50%;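 also: plate controls were vehicle with enzyme for no effect and no enzyme for full effect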
# RSV CPE inhibition: RSV antiviral activity via CPE protection, HEp-2 cells, primary 10 µM value included (AID 2391). 310,000 tested, 0.13% active. CPE inhibition, % at 10 µM; hits with a dose series show IC50 in µM. HEp-2 cells, RSV-induced CPE inhibition; higher % means a stronger effect; in the data active = a potency from the dose series; inconclusive = CPE inhibition mostly from about 23% at the one dose, without a potency; inactive = the rest, 99 in 100 with CPE inhibition below about 21%; also: strong numbers were not always called active
# NS5 inhibitors: Dengue-2 NS5 methyltransferase inhibitors, primary screen, biochemical, confirmation dose response (AID 588689); Dengue-2 NS5 methyltransferase capping enzyme assay, biochemical; higher % means a stronger effect; inhibition, % at 25 µM; hits with a dose series show IC50 in µM; 340,000 tested, 0.3% active; in the data active = a potency from the dose series; inconclusive = inhibition above about 29% without an active follow-up result
# Salmonella PhoP GFP: inhibitors of PhoP regulon expression, primary screen, Salmonella Typhimurium, GFP reporter (AID 1863). S. Typhimurium PhoP-regulated promoter GFP reporter, 4 h; higher % means a stronger effect. inhibition, % at 50 µM; hits with a dose series show IC50 in µM. 300,000 tested, 0.16% active;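 active = inhibition over 29.93%, a cutoff 3 SD above the screen mean, later confirmed by dose response; inconclusive = inhibition over 29.93% but no dose response follow-up; inactive = inhibition at most 29.93% or unconfirmed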;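 also: 0% = low Mg2+ inducing control and 100% = high Mg2+ repressing control; strong numbers were not always called active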
# Rac1 GTP hydrolysis: MgcRacGAP GTPase-activating activity inhibitors, confirmation, biochemical, ADP Hunter fluorescence; MgcRacGAP-stimulated Rac1 GTP hydrolysis, ADP Hunter fluorescence; higher % means a stronger effect; GST-tagged Rac1 F28L mutant substrate; inhibition, % at 30 µM, or IC50 in µM where a hit was titrated; 340,000 tested, 0.6% active; AID 624330;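 active = first-screen hits whose inhibition reached a set limit at any dose in the follow-up dose series; inconclusive = inhibition above the set first-screen limit but never retested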;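 also: fluorescence reports GDP produced by GAP-driven GTP hydrolysis; strong numbers were not always called active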
# NS5 inhibitors pilot replicate: recorded beside NS5 inhibitors, whose call it bears; inhibition, %; measured here: pilot screen replicate inhibition
# Starred values were filed as active, the others as inactive; ? = inconclusive; / = not tested or not shown.
SMILES,ER stress rescue,GPR35 antagonists,West Nile antiviral,Large T inhibition,LYP phosphatase,RSV CPE inhibition,NS5 inhibitors,Salmonella PhoP GFP,Rac1 GTP hydrolysis,others
O=C(Nc1ccc(Br)cc1)N1CCCC(O)C1 (centres undefined),-0.7%,3%,-0.1%,5%,-6%,2.6%,1%,8%,5%,
CCOC(=O)NC1(NCC(C)C)Oc2ccccc2O1,-2.5%,-11%,-0.1%,14%,-4%,-0.9%,-5%,4%,-2%,
Cc1cccc2c(=O)c(C(=O)NCc3cccs3)c[nH]c12,/,/,0.2%,/,/,5.8%,-7%,/,1%,
Cc1cccc(C)c1NC(=O)CNC(=O)c1ccc2nc[nH]c2c1,/,/,/,15%,/,0.2%,5%,-11%,4%,
COc1ccc(N(CC(=O)Nc2ccc(F)c(F)c2)S(=O)(=O)c2c(C)[nH]c(=O)[nH]c2=O)cc1,/,-1%,0.1%,18%,-3%,1.4%,-3%,-5%,8%,
O=C(NNC(=O)C1CC1c1ccccc1)Nc1cccc(Cl)c1 (centres undefined),-1.6%,-1%,-1.0%,6%,-5%,0.1%,-7%,-1%,5%,
CN(C(=O)CC(=O)Nc1ccc(Cl)c(Cl)c1)c1ccccc1,-0.9%,0%,0.1%,13%,2%,3.7%,-6%,5%,-6%,
Nc1cc(C(=O)OCC(=O)N2CCOCC2)ccc1Cl,/,1%,-0.1%,0%,-10%,0.4%,-7%,8%,7%,
C(=N\n1cnnc1)/c1ccc(OCc2cccc3ccccc23)cc1,0.7%,12%,0.1%,6%,8%,20%,-9%,16%,4%,
COc1cnc(-c2ccccc2)nc1Oc1cccc(C)c1,-1.2%,7%,-0.2%,4%,-6%,1.4%,-1%,-9%,-5%,
CCn1c(SCC(=O)NC2CCCC2)nnc1-c1c[nH]c2ccccc12,-1.1%,2%,-0.1%,3%,-4%,2.0%,-1%,10%,5%,
CCc1ccc(NC(=O)CNCc2ccc(OC)c(OC)c2)cc1,/,4%,0.0%,26%,-10%,-1.4%,-7%,8%,131µM*,
Cc1nc2c(-c3ccc(F)cc3)c(C)nn2c(C)c1CCC(=O)N1CCN(c2ccc(F)cc2)CC1,-1.3%,-7%,-0.4%,3%,-3%,8.0%,0%,3%,9%,
O=C(Oc1cccnc1)c1ccc([N+](=O)[O-])cc1Cl,0.3%,-10%,0.9%,35%,-5%,3.9%,8%,0%,9%,
CC12CCC(=O)N1C(C(=O)Nc1cccc(F)c1)CS2 (centres undefined),/,-1%,0.0%,7%,-10%,1.1%,3%,6%,-5%,
CN1CCN(c2nc(-c3ccc(Cl)cc3Cl)nc3ccccc23)CC1,/,5%,-0.3%,8%,-4%,-0.3%,-2%,-3%,8%,
CCOc1ccc(NC(=O)CN2CCN(Cc3c(F)cccc3F)CC2)cc1,/,4%,-0.2%,3%,3%,1.0%,-1%,-4%,3%,
CCOC(=O)N/N=C\c1sccc1C,0.3%,-3%,0.4%,-1%,-5%,1.1%,-4%,0%,-6%,
O=C(CSC1=NCCS1)NCc1ccco1,0.3%,-10%,0.2%,9%,0%,0.7%,-6%,2%,14%,
CCCCNC(=S)NC1CCCC1,-2.1%,2%,-0.5%,26%,-2%,2.2%,-5%,-12%,12%,
Cc1ccc(C(=O)NCCc2ccccc2)cc1,/,14%,-0.2%,11%,-10%,-0.2%,-11%,-3%,4%,
CC1CC(C)CN(S(=O)(=O)N2CCCC(C(=O)NC3CCCCC3C)C2)C1 (centres undefined),/,26%,-0.4%,10%,-6%,3.0%,4%,-8%,13%,
COc1ccc(-n2c(C)cc(C(=O)NC3CCCCC3)c2C)cc1,-1.1%,16%,0.4%,13%,-6%,1.1%,-6%,1%,2%,
COc1ccc2[nH]c(C(=O)NCCN3CCCCC3)cc2c1,/,14%,0.2%,11%,-7%,1.8%,/,-6%,/,
Cc1ccc(NC(=O)N2CCCC2C(=O)NCCC2=CCCCC2)cc1 (centres undefined),-1.7%,-20%,?,/,-12%,1.6%,6%,-1%,2%,NS5 inhibitors pilot replicate=-1.1

# Next part (6 carried over from the part before).
SMILES,ER stress rescue,GPR35 antagonists,West Nile antiviral,Large T inhibition,LYP phosphatase,RSV CPE inhibition,NS5 inhibitors,Salmonella PhoP GFP,Rac1 GTP hydrolysis,others
CCCCNC(=S)NC1CCCC1,-2.1%,2%,-0.5%,26%,-2%,2.2%,-5%,-12%,12%,
Cc1ccc(C(=O)NCCc2ccccc2)cc1,/,14%,-0.2%,11%,-10%,-0.2%,-11%,-3%,4%,
CC1CC(C)CN(S(=O)(=O)N2CCCC(C(=O)NC3CCCCC3C)C2)C1 (centres undefined),/,26%,-0.4%,10%,-6%,3.0%,4%,-8%,13%,
COc1ccc(-n2c(C)cc(C(=O)NC3CCCCC3)c2C)cc1,-1.1%,16%,0.4%,13%,-6%,1.1%,-6%,1%,2%,
COc1ccc2[nH]c(C(=O)NCCN3CCCCC3)cc2c1,/,14%,0.2%,11%,-7%,1.8%,/,-6%,/,
Cc1ccc(NC(=O)N2CCCC2C(=O)NCCC2=CCCCC2)cc1 (centres undefined),-1.7%,-20%,?,/,-12%,1.6%,6%,-1%,2%,NS5 inhibitors pilot replicate=-1.1
COc1ccc(-c2c[n+](CC(=O)c3ccccc3)c3n2CCCCC3)cc1,/,-12%,1.5%,8%,-12%,/,-1%,0%,9%,
CCCC(=O)Nc1c2c(nn1-c1ccc(OC)cc1)CS(=O)C2 (centres undefined),-1.5%,-18%,/,17%,-3%,1.6%,-2%,16%,7%,
COc1ccc(-c2nc3cc(C)ccn3c2NC(=O)c2ccccc2OC)cc1,/,11%,0.2%,9%,-6%,2.8%,-1%,0%,5%,
CCOC(=O)c1oc2ccccc2c1NC(=O)c1ccc(S(=O)(=O)N2CCCC2)cc1,0.1%,-13%,0.3%,1%,6%,-0.4%,-7%,2%,6%,
COc1ccccc1N1CCN(C(=O)CNC(=O)Cn2cnc3sc(C)c(C)c3c2=O)CC1,/,9%,-0.2%,16%,-12%,0.0%,-4%,3%,8%,
CCOC(=O)C1CCN(C(=O)Cn2cc3c(n2)CCC(C)C3)CC1 (centres undefined),-1.9%,-1%,0.3%,-3%,1%,1.4%,-4%,9%,9%,
CNS(=O)(=O)c1cn(CC(=O)N(C)Cc2ccccc2)cc1S(=O)(=O)NC,/,4%,-0.1%,24%,-7%,2.0%,-2%,1%,13%,
COc1ccc2[nH]c(C(=O)N/N=C/c3ccc(OC)c(O)c3)cc2c1,/,-2%,-0.1%,13%,1%,-0.5%,-8%,-3%,26%,
COc1ccc(CC(=O)Nc2sc3c(c2C(N)=O)CCCC3)cc1,/,-4%,-0.9%,4%,4%,6.2%,-6%,-5%,6%,
Cc1cc(N)c(-n2cc3c(=O)n(C)c(=O)n(C)c3c2)cc1C,-1.4%,3%,0.0%,9%,4%,0.4%,-2%,-7%,10%,
CC1(C)C(=O)Nc2ccccc2N1C(=O)COC(=O)c1cc([N+](=O)[O-])ccc1N,1.8%,-14%,0.7%,21%,-5%,-2.7%,0%,12%,8%,
CCOc1cc(/C=N/O)ccc1OCc1ccc([N+](=O)[O-])cc1,10%,0%,-0.8%,-4%,-9%,17%,-11%,7%,12%,
CNC(=O)N(O)C1N(/N=C/c2cccs2)C(=S)SC1(C)C (centres undefined),/,8%,0.9%,1%,5%,1.3%,-5%,-10%,-2%,
O=c1oc2ccccc2c(O)c1Sc1ccc(Cl)cc1,/,/,/,15%,/,1.9%,4%,/,12%,
Cc1cc(C)cc(OC(=O)CS(=O)c2ccc(C(F)(F)F)cc2[N+](=O)[O-])c1 (centres undefined),-1.3%,-6%,11%,12%,-1%,2.6%,-22%,30%,12%,
COc1cc(C(C[N+](=O)[O-])c2c(N)n(C)c(=O)n(C)c2=O)ccc1O (centres undefined),-0.8%,-4%,-0.7%,25%,-2%,1.3%,2%,-5%,111µM*,
S=C(NCc1ccccc1)NC1CCSc2ccccc21 (centres undefined),/,3%,-0.6%,5%,-1%,3.0%,-8%,-3%,9%,
Cc1cc(N/N=C2/CCCc3ccccc32)nc2ccccc12,/,18%,0.3%,4%,-2%,7.4%,-16%,0%,7%,
CC(=O)N1N=C(c2cccc([N+](=O)[O-])c2)OC1(C)c1cccs1 (centres undefined),/,16%,0.2%,-8%,-7%,0.1%,0%,8%,10%,
NC1=NC(=O)/C(=C/c2c(OS(=O)(=O)c3ccc(Cl)cc3)ccc3ccccc23)S1,-1.4%,-11%,-0.4%,12%,-3%,1.2%,-4%,-3%,9%,
Cc1cccc(NCCNc2cccc(C)c2)c1,-1.4%,-2%,0.7%,12%,-1%,0.7%,1%,-2%,10%,
S=C(NCc1ccccc1)N1CCn2cccc2C1c1ccncc1 (centres undefined),/,-1%,-0.1%,8%,-3%,0.9%,-8%,5%,2%,
CC(C)(NO)/C(=N/O)c1ccc(Br)cc1,-1.0%,2%,-0.1%,5%,-3%,2.6%,-6%,15%,11%,

# Compounds from the list above that contain a furan ring, fused or not, in the order listed:
SMILES,ER stress rescue,GPR35 antagonists,West Nile antiviral,Large T inhibition,LYP phosphatase,RSV CPE inhibition,NS5 inhibitors,Salmonella PhoP GFP,Rac1 GTP hydrolysis,others
O=C(CSC1=NCCS1)NCc1ccco1,0.3%,-10%,0.2%,9%,0%,0.7%,-6%,2%,14%,
CCOC(=O)c1oc2ccccc2c1NC(=O)c1ccc(S(=O)(=O)N2CCCC2)cc1,0.1%,-13%,0.3%,1%,6%,-0.4%,-7%,2%,6%,

# Screening data from PubChem BioAssay.
